ERp5 inh = ERp5 (human) disulfide isomerase inhibition. 0.05% of 350,000 active. Q15084. ERp5 insulin aggregation, absorbance 650 nm, 90 min. AID 651711. inhibition, % at 9.99 µM;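 active = mean replicate inhibition above about 25%, with every replicate also reaching it, limit read from the data, passing the limit was not always enough; inconclusive = only one of those two criteria met; inactive = neither criterion met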
Target sequence (Q15084 whole entry, looked up): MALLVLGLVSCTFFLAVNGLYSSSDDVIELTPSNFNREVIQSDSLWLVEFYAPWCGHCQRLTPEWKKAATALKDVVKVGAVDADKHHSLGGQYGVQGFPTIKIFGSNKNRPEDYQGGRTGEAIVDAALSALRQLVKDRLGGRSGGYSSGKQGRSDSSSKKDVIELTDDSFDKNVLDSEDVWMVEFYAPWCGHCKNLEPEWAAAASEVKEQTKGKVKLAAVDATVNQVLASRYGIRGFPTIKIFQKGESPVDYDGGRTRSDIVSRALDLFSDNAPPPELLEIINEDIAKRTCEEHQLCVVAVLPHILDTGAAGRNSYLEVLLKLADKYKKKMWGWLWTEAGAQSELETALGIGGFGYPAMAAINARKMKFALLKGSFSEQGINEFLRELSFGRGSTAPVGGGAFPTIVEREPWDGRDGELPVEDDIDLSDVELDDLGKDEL
E-sel inducer = induces E-selectin expression in human endothelial cells; P16581; HUVEC E-selectin immunofluorescence imaging; normalized: neutral wells 0, TNF-alpha wells 100; activation, % at 7.58 µM; 0.37% of 260,000 active;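 active = mean E-selectin-positive cell signal at least 10% of the positive control, reached in at least 60% of replicates, without over 20% cell loss; inconclusive = no rule given, readout overlaps actives, possibly toxicity-flagged; inactive = the rest, including those meeting only one limit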;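 note: in these data hits start at about 27%; measured in HUVEC primary endothelial cells; signal is the percent of cells scored E-selectin positive by PE staining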
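Read-out basis: % PE-positive cells; Test system: HUVEC primary endothelial cells; Technique: immunofluorescence imaging; Dosing: single-point compound dose.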
RAD54 inh = RAD54 (human) branch migration inhibition. Q92698. RAD54 Holliday junction branch migration, FAM/BHQ fluorescence. inhibition, % at 10.4 µM. 0.14% of 360,000 active;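 active = mean normalized replicate activity at least 40 and at least half of replicates scoring 40 or more; inconclusive = only one of the two criteria met; inactive = mean below 40 and under half of replicates reaching 40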;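 note: 0% = median of neutral control wells and 100% = median of positive control wells; inhibitors cause a drop in the FAM fluorescence signal; in these data hits start at about 50%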
esBAF inh = inhibitors of esBAF chromatin remodeling in mouse ES cells | AID 602393 | Bmi1-luciferase knock-in reporter, 24 h; 100% = twice the neutral-well signal | reporter increase, % at 12.5 µM | 2% of 350,000 active; in the data active = activation above about 40%; inconclusive = no clear call, values can overlap the other calls;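 note: 0% = median of the plate's neutral control wells and 100% = double that signal; a rise in the Bmi1 reporter signal indicates esBAF inhibition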
RAD52 inh = blocks human RAD52 DNA annealing; inhibition, % at 18.7 µM; AID 651710; 0.46% of 360,000 active; recombinant RAD52 DNA annealing, FRET fluorescence;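 active = every replicate showing at least 50% inhibition; inconclusive = mean inhibition at least 50% but not in every replicate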
Target sequence (P43351 whole entry, looked up): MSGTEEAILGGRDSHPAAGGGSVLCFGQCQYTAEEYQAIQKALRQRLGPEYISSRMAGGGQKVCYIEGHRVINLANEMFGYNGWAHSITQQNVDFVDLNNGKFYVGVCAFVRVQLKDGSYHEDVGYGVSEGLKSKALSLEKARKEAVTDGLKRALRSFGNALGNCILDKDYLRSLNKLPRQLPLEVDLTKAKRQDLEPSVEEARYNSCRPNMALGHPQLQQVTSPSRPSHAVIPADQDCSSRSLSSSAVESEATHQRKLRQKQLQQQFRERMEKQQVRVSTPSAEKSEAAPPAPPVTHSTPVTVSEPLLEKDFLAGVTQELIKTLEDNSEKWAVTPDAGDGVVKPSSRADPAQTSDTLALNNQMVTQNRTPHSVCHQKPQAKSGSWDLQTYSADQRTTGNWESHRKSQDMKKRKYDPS
S100A4 MyoIIA = inhibitors of human S100A4 binding to myosin IIA peptide; 0.14% of 360,000 active; S100A4/TAMRA-MyoIIA peptide fluorescence polarization; inhibition, % at 10.7 µM; AID 652163;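 active = mean inhibition of at least 70% across replicates, with every replicate also reaching that level; inconclusive = mean inhibition reaches 70% but some replicates fall short; inactive = mean inhibition below 70%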
Target sequence (P26447 whole entry, looked up): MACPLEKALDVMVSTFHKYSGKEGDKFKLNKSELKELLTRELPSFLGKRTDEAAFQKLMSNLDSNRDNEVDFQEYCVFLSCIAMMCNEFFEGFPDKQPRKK
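Material: S100A4 monomer protein / Buffer or medium: 50 mM HEPES pH 7.2, 10 mM CaCl2, 100 mM KCl / Times: 5 min incubation before reading / Benchmarks: neutral control DMSO, positive control TFP / Reagent: labelled myosin peptide probe, 5 nM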
ERAP1 inh = ERAP1 (human) enzyme inhibition; recombinant ERAP1, Leu-AMC fluorescence, 60 min; inhibition, % at 10.7 µM; 0.15% of 340,000 active; AID 652197;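 active = mean replicate inhibition of at least 30%, or all replicates individually reaching that 30% level; inactive = mean below 30% and not every replicate reaching it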;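 note: 0% = neutral control wells and 100% = L-leucinethiol positive control wells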
XiGFP reactiv = reactivates the inactive X chromosome in mouse fibroblasts | XiGFP mouse fibroblasts, % GFP-positive cells imaging, 3 d; cells co-treated with 5-aza-dC sensitizer; scaled so ellipticine positive control = 100% | activation, % at 7.58 µM | 0.055% of 360,000 active;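 active = mean normalized replicate activation at least 10% and every replicate at or above 10%; inconclusive = only one of the two criteria met; inactive = mean below 10% and not all replicates reach 10%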;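 note: 0% = median of on-plate neutral control wells and 100% = ellipticine 6 µM median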
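Schedule: 3 d treatment, 15 min room-temperature fixation; system: 68-5-11 XiGFP fibroblast line; buffer or medium: DMEM plus 5-aza-dC sensitizer; control set: ellipticine 6 µM positive control; compound: one concentration, pinned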
* marks the source's active call; other numbers are inactive results; ? = inconclusive; . = not tested or not shown; & = joins results of further samples.

SMILES	ERp5 inh	E-sel inducer	RAD54 inh	esBAF inh	RAD52 inh	S100A4 MyoIIA	ERAP1 inh	XiGFP reactiv
Cc1noc(C)c1S(=O)(=O)N(C)C[C@H]1OCCCC[C@H](C)Oc2ccc(NC(=O)CCC(F)(F)F)cc2C(=O)N([C@@H](C)CO)C[C@@H]1C	.	0.4	1	-4	.	.	.	0.1
COc1ccc2oc3cc(NCCN(C)C)ccc3c(=O)c2c1	-6	0.1	86*	-36	79*	0	-223	-0.1
COc1ccccc1NC(=O)c1ccccc1N(Cc1ccccc1)S(C)(=O)=O	0	0.7	-8	0	2	-1	1	0.2
CCOC(=O)c1ccc(NC(=O)N2CCCCCC2)cc1	-7	-0.1	-3	17	-18	12	-3	-0.1
O=C(Nc1csc([N+](=O)[O-])c1)Nc1c(Cl)cccc1Cl	-9	-0.2	-3	.	-27	1	.	0.3
COc1ccc(-c2oc3c(c2C#CC2(O)CCCCC2)C(OC(C)=O)CCC3)cc1 (configuration not stated)	0	0.0	.	.	-27	0	.	0.0
CCOC(=O)CSc1ccc2nnc(CCNS(=O)(=O)c3ccccc3)n2n1	-1	.	.	.	-2	3	1	0.0
Cc1ccc(NC(=O)COC(=O)c2ccc(CN3CCCC3=O)cc2)c(Cl)c1	9	.	1	-4	-11	-14	2	0.0
CCS(=O)(=O)c1nc(S(=O)(=O)c2ccc(C)cc2)c(N2CCN(C)CC2)s1	3	.	16	3	3	-3	-1	0.0
NC(=O)c1c(NC(=O)c2ccccc2F)sc2c1CCCC2	3	0.2	-1	65*	3	-4	4	0.3
C[C@@H]1CN([C@@H](C)CO)C(=O)c2cccc(NC(=O)Nc3ccc4c(c3)OCO4)c2O[C@H]1CN(C)Cc1ccc2c(c1)OCO2	4	0.2	5	15	13	8	1	0.3
CC1(C(=O)Nc2ccc3[nH]ncc3c2)CCN1C(=O)CCc1ccccc1 (configuration not stated)	-1	2.1	2	-4	-5	-2	-2	0.2
O=C(O)C1(Cc2nc3ccccc3[nH]2)CCCC1	3	9.0	-1	-3	-12	3	0	-0.1
CC(C)NC(=O)Nc1cccc2c1O[C@H](CN(C)Cc1ccc(C(F)(F)F)cc1)[C@H](C)CN([C@@H](C)CO)C2=O	5	-16	8	-4	-15	-6	0	0.0
CCCN(C)C[C@@H]1Oc2cc(-c3cccc(OC)c3)ccc2S(=O)(=O)N([C@H](C)CO)C[C@@H]1C	0	-0.1	-3	1	13	15	-1	-0.9
Cc1ccc(C(=O)/C=C/Nc2ccccc2C(N)=O)o1	8	.	-8	33	-66	-4	11	.
C[C@@H](O)C1NC(=O)[C@H](CCCCN)NC(=O)c2cc([N+](=O)[O-])cc(I)c2NCCC[C@@H](C(N)=O)NC1=O (some centres not stated)	3	0.2	8	-4	38	-3	13	0.0
O=C(COC(=O)C12CC3CC(CC(O)(C3)C1)C2)Nc1ccc(Cl)cc1F	?	2.2	1	16	-13	-4	-3	0.1
CCOC(=O)[C@]12CCC=C1N(Cc1ccco1)C(=O)[C@H](CC(=O)NCCCOC)C2	-12	-0.1	.	.	-19	-2	-2	0.3
COc1ccc(C)c(-n2c(N)cc(=O)n(Cc3ccccc3)c2=O)c1	2	0.1	.	-4	-6	-6	5	0.0
CC1CCC2(CC1)NC(=O)N(CC(=O)NC1CCCCC1C)C2=O (configuration not stated)	-2	-0.1	-5	0	-11	-2	2	-0.1
C[C@H](CO)N1C[C@H](C)[C@H](CN(C)C(=O)Nc2ccc(F)cc2)Oc2ccc(NC(=O)Cc3ccccc3)cc2CC1=O	7	-2.1	8	3	-13	19	1	-1.3
C[C@@H]1CN([C@@H](C)CO)C(=O)c2cc(NS(C)(=O)=O)ccc2O[C@@H](C)CCCCO[C@@H]1CN(C)C(=O)Cc1ccccc1	0	0.0	-3	-7	11	9	3	0.1
N#Cc1ccc(OCC(=O)Nc2cc(S(=O)(=O)N3CCOCC3)ccc2N2CCCC2)cc1	-5	1.3	.	.	-14	-10	4	0.3
CCCN(C(=O)c1cn(C)c(=O)c2ccccc12)c1ccccc1C	0	-0.1	-6	3	1	1	-4	0.1

Further compounds follow.
SMILES	ERp5 inh	E-sel inducer	RAD54 inh	esBAF inh	RAD52 inh	S100A4 MyoIIA	ERAP1 inh	XiGFP reactiv
COc1ccc(OCC(=O)N/N=C2\CCCc3ccccc32)cc1	2	.	.	.	-3	4	4	0.1
C[C@H](CO)N1C[C@H](C)[C@H](CN(C)CC2CCOCC2)Oc2ncc(C#Cc3ccccc3)cc2C1=O	7	0.2	2	-8	13	4	-1	0.0
O=C(c1ccncc1)N1CCCC(N2CCN(c3cccc(C(F)(F)F)c3)CC2)C1 (configuration not stated)	-4	-0.9	3	-5	2	2	-2	0.3
O=S1(=O)[C@H]2CC3O[C@]2(C[C@@H]3c2ccc(F)cc2)CN1Cc1ccc(Cl)cc1	.	0.7	-5	-3	.	.	.	0.1
O=C(NCC1CC1)C1(C(F)(F)F)CC(CCCO)CCCO1 (configuration not stated)	-2	-0.2	-1	0	-15	0	0	0.0
C[C@@H]1CN([C@H](C)CO)S(=O)(=O)c2ccc(C#Cc3cccc(F)c3)cc2O[C@@H]1CN(C)C(=O)CN1CCOCC1	0&-3&0	-0.2	4&-3&2	5&-6&3	-18&3&2	1&20&-18	-1&-1&2	-0.1&-0.7
O=C(COC(=O)c1ccc(C(F)(F)F)cc1)Nc1cccc(S(=O)(=O)N2CCCCC2)c1	-8	.	-2	-2	-17	11	5	0.2
Cc1cc(Br)ccc1N=C1C(=O)Nc2ccccc21	1	.	1	0	4	6	2	0.0
CC(O)(c1cccnc1)c1nc(-c2ccc3c(c2)OCO3)cs1 (configuration not stated)	1	0.4	3	13	-6	20	1	-0.1
Cc1ccc(NC(=O)[C@@H]2CCCN2S(=O)(=O)c2ccc(Cl)cc2)cc1	-7	1.4	4	0	-10	-15	-3	0.2
Cc1ccccc1N=Cc1cc2c(cc1O)OC(N)=C(C#N)C2c1ccccc1 (configuration not stated)	-2	-0.1	.	.	-91	-2	-1	0.1
CC(C)NC(=O)N(C)C[C@@H]1Oc2cc(C#CCN(C)C)ccc2S(=O)(=O)N([C@@H](C)CO)C[C@@H]1C	1	0.8	-21	1	-14	-9	0	-0.9
NS(=O)(=O)c1ccc(N2C(=O)C3CC=CCC3C2=O)cc1 (configuration not stated)	2	.	.	.	-10	-3	-1	0.0
CCc1nc2ccc(C(=O)Nc3cc(-c4ccccc4)ccc3OC)cn2c1N(CCN(C)C)CC1CC1	-6	-0.1	18	1	63*	1	5	0.0
CCN(CC)S(=O)(=O)c1cccc(NC(=O)COC(=O)CNC(=O)c2cccc(F)c2)c1	-4	-0.4	.	.	-12	-4	.	0.1
CCOc1ccc(CCNC(=O)c2ccc(C)c(NC3=NC4CS(=O)(=O)CC4S3)c2)cc1 (configuration not stated)	3	.	3	5	-10	-4	1	0.1
CN(C)CCNC(=S)Nc1ccc(-c2nc3ccccc3[nH]2)cc1	1	.	18	3	2	-5	-11	0.2
CCCNC(=O)COC(=O)/C=C/c1ccc2c(c1)OCO2	3	.	.	.	-4	-1	2	0.0
O=C(C[C@H]1CC[C@@H]2[C@H](COC[C@H](O)CN2C(=O)Nc2ccc(Cl)c(Cl)c2)O1)NC1CCC1	1	0.2	8	6	-3	1	-2	0.3
Cn1c(-c2ccc3c(c2)OCO3)cnc1NCc1cccc(O)c1	1	-0.8	.	.	-14	-2	1	0.0
CCC(=O)N[C@@H]1C=C[C@@H](CC(=O)NCc2ccc(OC)cc2)O[C@H]1CO	-6	-0.2	0	-1	-3	15	1	-0.2
Cc1onc(-c2ccccc2)c1C(=O)NNC(=O)c1ccccc1	-7	0.6	-1	-2	-6	-5	2	0.3
CCOc1ccc(NC(=O)C2CCC(N3C(=O)C4CC=CCC4C3=O)CC2)cc1 (configuration not stated)	6	.	-11	-6	6	0	1	.
O=C(O)CCC(=O)NC(c1ccccc1)c1ccccc1	6	0.4	.	.	-9	18	-2	0.0
CC(C)c1nnc(NC(=O)c2ccc3c(c2)OCO3)s1	-2	1.5	.	.	9	-4	-2	0.1

(continued)
SMILES	ERp5 inh	E-sel inducer	RAD54 inh	esBAF inh	RAD52 inh	S100A4 MyoIIA	ERAP1 inh	XiGFP reactiv
O=C1CSC(c2cccc([N+](=O)[O-])c2)N1C1CC2CCC1C2 (configuration not stated)	4	0.1	5	-2	-6	-7	0	0.0
COc1ccc(S(=O)(=O)NCCOc2cccc3cccnc23)cc1OC	-1	.	3	-4	12	1	1	0.0
O=C(CN1C(=O)NC2(CCCCCCC2)C1=O)Nc1ccc(Cl)cc1	16	.	-1	-4	-6	-2	0	-0.1
O=C(c1cc([N+](=O)[O-])ccc1N1CCCCC1)N1CCCC1	-1	0.6	.	.	0	6	2	0.0
CC(C)Oc1cccc(C(=O)C2CCCN(C(=O)c3cc(C4CC4)[nH]n3)C2)c1 (configuration not stated)	4	.	5	0	-7	-7	-1	0.0
CCC(=O)Nc1ccc2c(c1)OC[C@@H](C)N(C(=O)C1CCC1)C[C@@H](C)[C@@H](OC)CN(C)C2=O	-3	-0.1	-4	-3	0	2	0	-0.1
Cc1nc(Nc2ccc(Cl)cc2)c2nnn(Cc3ccccc3)c2n1	-10	-0.6	9	3	-12	2	-8	0.0
Cc1nc(N2CCN(Cc3ccccc3)CC2)nc2c1CCC2	-1	.	-1	1	-14	-3	0	0.1
CCOc1ccc(-c2n[nH]c(C(=O)NN)c2C)cc1	6	.	2	55*	-13	3	7	0.0
O=C(Nc1ccccc1C(=O)N1CCCCC1)c1ccco1	1	-3.4	-3	-9	8	1	2	0.0
O=C(COC(=O)/C=C/c1cccc(Br)c1)NCc1cccs1	9	4.4	-1	0	-2	-6	1	0.1

Gathered by group: the compounds so far containing an aryl methoxy group.
SMILES	ERp5 inh	E-sel inducer	RAD54 inh	esBAF inh	RAD52 inh	S100A4 MyoIIA	ERAP1 inh	XiGFP reactiv
COc1ccc2oc3cc(NCCN(C)C)ccc3c(=O)c2c1	-6	0.1	86*	-36	79*	0	-223	-0.1
COc1ccccc1NC(=O)c1ccccc1N(Cc1ccccc1)S(C)(=O)=O	0	0.7	-8	0	2	-1	1	0.2
COc1ccc(-c2oc3c(c2C#CC2(O)CCCCC2)C(OC(C)=O)CCC3)cc1 (configuration not stated)	0	0.0	.	.	-27	0	.	0.0
CCCN(C)C[C@@H]1Oc2cc(-c3cccc(OC)c3)ccc2S(=O)(=O)N([C@H](C)CO)C[C@@H]1C	0	-0.1	-3	1	13	15	-1	-0.9
COc1ccc(C)c(-n2c(N)cc(=O)n(Cc3ccccc3)c2=O)c1	2	0.1	.	-4	-6	-6	5	0.0
COc1ccc(OCC(=O)N/N=C2\CCCc3ccccc32)cc1	2	.	.	.	-3	4	4	0.1
CCc1nc2ccc(C(=O)Nc3cc(-c4ccccc4)ccc3OC)cn2c1N(CCN(C)C)CC1CC1	-6	-0.1	18	1	63*	1	5	0.0
CCC(=O)N[C@@H]1C=C[C@@H](CC(=O)NCc2ccc(OC)cc2)O[C@H]1CO	-6	-0.2	0	-1	-3	15	1	-0.2
COc1ccc(S(=O)(=O)NCCOc2cccc3cccnc23)cc1OC	-1	.	3	-4	12	1	1	0.0
